IMP-1 inh – IMP-1 metallo-beta-lactamase inhibitors, primary screen, biochemical, epi-absorbance readout, Pseudomonas aeruginosa enzyme | AID 1556, 2009 | 290,000 tested, 0.45% active | metallo-beta-lactamase IMP-1 (Pseudomonas aeruginosa) | purified IMP-1, nitrocefin hydrolysis, epi-absorbance fluorescence | inhibition, % at 5.6 µM;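 active = inhibition above the mean plus 3 SD of all compounds in the same screening run, cut at about 4.5% in these data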;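 note: 0% = IMP-1 with DMSO and 100% = DMSO wells lacking enzyme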
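System – purified recombinant IMP-1 beta-lactamase · Input – IMP-1 dispensed at 0.2 nM · Timing – 15 min preincubation plus 25 min reaction at 25 °C · Signal – Epi-absorbance fluorescence, 480 nm excitation, 530 nm emission · Measure – percent IMP-1 inhibition derived from blank-referenced optical density · Controls – Enzyme-plus-DMSO low control, enzyme-free DMSO high control · Replication – singlicate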
IDE cell activ – human IDE activators in live cells, primary screen, fluorescence polarization, HEK cells, FAbeta-B substrate | FAbeta-B cleavage; 0% vehicle, 100% cell-free pure enzyme wells | activation, % at 5.96 µM | 340,000 tested, 0.073% active;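 active = activation above the mean of all tested compounds plus 3 SD, set per screening campaign, cut at about 17% in these data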
MEKK3 PB1 HTS – modulators of MEKK3-MEK5 PB1 binding, primary screen, biochemical, wildtype MEKK3, multiplex bead flow cytometry, Alexa488-MEK5; bead-based flow cytometry, Alexa488-MEK5 binding to MEKK3; actives lie on both sides; 0 = blocked by unlabeled MEK5, 100 = vehicle; binding response (% of control), % at 10 µM; 290,000 tested, 1.4% active; Mitogen-activated protein kinase kinase kinase 3 (Homo sapiens), Q99759;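 active = binding response more than 3 SD above or below the average of its plate-row segment, actives on both sides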;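 note: Alexa488 bead fluorescence after subtracting the streptavidin-only scavenger bead signal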
Target sequence (Q99759 whole entry, looked up): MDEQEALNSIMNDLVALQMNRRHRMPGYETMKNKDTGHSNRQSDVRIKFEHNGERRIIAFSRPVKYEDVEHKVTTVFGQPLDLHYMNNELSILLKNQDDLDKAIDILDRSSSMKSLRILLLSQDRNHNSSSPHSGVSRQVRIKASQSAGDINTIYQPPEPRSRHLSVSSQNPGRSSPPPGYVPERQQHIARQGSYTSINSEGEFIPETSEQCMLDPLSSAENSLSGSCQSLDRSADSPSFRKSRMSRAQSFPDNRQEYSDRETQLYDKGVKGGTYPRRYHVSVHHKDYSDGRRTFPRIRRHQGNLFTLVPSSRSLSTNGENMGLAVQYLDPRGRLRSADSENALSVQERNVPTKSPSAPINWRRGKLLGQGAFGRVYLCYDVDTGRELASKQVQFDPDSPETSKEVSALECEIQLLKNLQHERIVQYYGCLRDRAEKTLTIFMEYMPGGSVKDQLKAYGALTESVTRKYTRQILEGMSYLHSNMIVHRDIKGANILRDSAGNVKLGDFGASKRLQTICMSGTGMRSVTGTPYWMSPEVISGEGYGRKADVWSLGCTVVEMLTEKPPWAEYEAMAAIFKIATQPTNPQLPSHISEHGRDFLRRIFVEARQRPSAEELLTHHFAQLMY
PHOSPHO1 inh – PubChem AID 1565 | recombinant PHOSPHO1, absorbance phosphatase assay | inhibition, % at 13.3 µM | 290,000 tested, 1.1% active; in the data active = inhibition above about 60%
Target sequence (Q8TCT1 whole entry, looked up): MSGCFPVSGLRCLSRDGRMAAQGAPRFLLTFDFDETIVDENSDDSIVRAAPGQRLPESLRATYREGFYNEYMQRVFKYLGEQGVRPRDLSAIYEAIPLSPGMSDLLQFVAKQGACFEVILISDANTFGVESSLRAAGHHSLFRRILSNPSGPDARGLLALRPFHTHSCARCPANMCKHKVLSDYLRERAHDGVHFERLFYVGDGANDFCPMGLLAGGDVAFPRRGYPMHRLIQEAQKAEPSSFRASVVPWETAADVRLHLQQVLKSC
DNA FID counter – compounds displacing fluorescent DNA intercalator, primary screen, artefact control for HCV NS3 helicase inhibitor project, biochemical, FID fluorescence | AID 1845, 2009 | DNA fluorescent intercalator displacement | 290,000 tested, 0.17% active | inhibition, % at 7.9 µM; in the data active = inhibition above about 37%;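 note: 0% = vehicle and 100% = reference compound; higher means more ethidium bromide displaced from hairpin DNA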
VIM-2 inh – VIM-2 metallo-beta-lactamase inhibitors, primary screen, biochemical, epi-absorbance readout, Pseudomonas aeruginosa enzyme. purified VIM-2, nitrocefin hydrolysis, epi-absorbance fluorescence. inhibition, % at 5.6 µM. 290,000 tested, 0.89% active;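 active = inhibition above the mean of all tested compounds plus 3 SD, cutoff set per screening run, cut at about 7.5% in these data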;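 note: red hydrolysis product quenches plate fluorescence so inhibitors raise well fluorescence; 0% = enzyme with DMSO and 100% = DMSO without enzyme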
SUMO HTRF inh – inhibitors of in vitro SUMOylation cascade, primary screen, biochemical, HTRF, uHTS; inhibition, % at 35 µM; 290,000 tested, 0.36% active; SUMO-conjugating enzyme UBC9 (Homo sapiens), P63279; AID 2006, 2009; HTRF SUMOylation assay, SAE1/SAE2 + UBC9; in the data active = inhibition above about 50%, passing the limit was not always enough; note: strong numbers were not always called active
p-CIP stab down – p/CIP-EGFP fusion destabilizers, primary screen, fluorescence, F442A cells | decrease of EGFP signal, % at 10 µM | Q05BA5 | 290,000 tested, 0.01% active | 16 h;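 active = EGFP signal decrease of at least 30% at 10 µM or well 3 SD below plate mean, unless failing retest; inactive = the rest, including hits failing retest or dose response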; note: some compounds called inactive have numbers as strong as hits; many of its hits are not listed in these tables
NS3 helicase inh – inhibitors of HCV NS3 helicase, primary screen, biochemical, Cy5 molecular beacon fluorescence. 290,000 tested, 0.56% active. NS3 helicase DNA unwinding. Hepatitis C virus NS3 helicase. AID 1800, 2009. inhibition, % at 10.9 µM;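 active = inhibition above the mean of all tested compounds plus 3 SD, set per campaign, cut at about 35% in these data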;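 note: 0% = DMSO wells and 100% = thioflavine S control wells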
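System: HCV NS3 helicase fragment; control set: DMSO and thioflavine S; technique: Cy5 fluorescence at 0 and 60 min, beacon hairpin quenching; reagent: beacon DNA duplex substrate plus ATP; replicates: singlicate; schedule: 1 h reaction at 25 °C, ATP-initiated; medium: MOPS buffer pH 6.5 with MgCl2, DTT, Tween20, BSA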
* = called active by the depositor; nt = not tested or not shown. Some of the compounds tested (hit frequency here may not be typical).

Values in the order – IMP-1 inh | IDE cell activ | MEKK3 PB1 HTS | PHOSPHO1 inh | DNA FID counter | VIM-2 inh | SUMO HTRF inh | p-CIP stab down | NS3 helicase inh
1: CCN(CC)CC(C(=O)N(CC)CC)P(=O)(c1ccccc1)c1ccccc1 (stereo not given)
    -2.5 | 0.0 | 102.0 | 16.4 | -3.8 | -0.9 | -5.5 | 0.5 | 0.1
2: NC(=O)c1c(NC(=O)Cn2cnc([N+](=O)[O-])n2)sc2c1CCCC2
    -1.2 | -0.7 | 104.0 | 18.8 | 8.2 | -3.2 | 29.4 | -7.4 | -2.6
3: O=S(=O)(c1ccc(Br)cc1)n1ccc2ccccc21
    -2.2 | -2.3 | 103.0 | 36.6 | -2.5 | 0.1 | 11.5 | -17.5 | -13.0
4: O=C(NCCOc1ccc2ccccc2c1)c1cncc(Br)c1
    -0.1 | 4.5 | 78.0 | 26.8 | -7.8 | -1.1 | 7.7 | -2.4 | -8.1
5: Cc1ccc(C)c(NC(=O)CCC(=O)N2CCOc3ccccc32)c1
    -2.0 | -0.8 | 101.0 | 15.1 | -21.3 | -0.2 | -3.0 | -10.9 | -3.2
6: O=S(=O)(c1ccc(Cl)cc1)N1CCN2CCCC2C1 (stereo not given)
    -2.4 | -0.4 | 99.0 | 52.1 | -5.7 | -1.8 | 15.8 | 6.5 | -1.7
7: COc1ccc(C(=O)Nc2c(C)cc(C)cc2C)cc1OC
    -0.6 | -2.2 | 107.0 | 34.3 | -10.8 | 1.8 | 8.1 | 1.1 | 0.1
8: O=C(/C=C/c1ccccc1)NC(=S)Nc1ccc2c3c(cccc13)CC2
    -2.7 | -2.2 | 90.0 | 4.7 | -5.9 | -4.6 | -3.5 | 3.7 | -1.6
9: Cc1nnc2sc(SCC(=O)Nc3ccc(Cl)cc3)nn2c1=O
    -2.4 | 0.8 | 100.0 | -34.8 | -3.3 | -2.8 | -11.9 | -5.4 | -0.1
10: CC(C)CCNC(=O)COc1ccc(C(=O)c2ccccc2)cc1
    -2.4 | 0.8 | 103.0 | 13.3 | -31.9 | -2.5 | 5.2 | -8.1 | 5.5
11: CCOC(=O)C(=O)N(Nc1ccccc1C)c1ccccc1C
    -2.9 | -1.9 | 110.0 | 5.7 | -22.3 | -3.1 | 13.9 | -21.7 | 1.5
12: COc1cc(/C=N/Nc2ccc(Cl)nn2)cc(OC)c1O
    -8.5 | 1.7 | 105.0 | 32.6 | -11.8 | 4.2 | 4.2 | -8.4 | 11.4
13: O=C(C[n+]1ccc(/C=C/c2ccccc2)cc1)c1ccc2c(c1)OCCO2
    1.4 | 4.5 | 101.0 | 26.8 | 19.3 | -1.1 | 18.3 | -3.3 | -61.7
14: CSc1ccccc1NC(=O)c1ccc(C)o1
    -1.8 | 2.2 | 101.0 | 11.3 | -8.1 | -2.5 | 15.7 | -2.0 | 8.4
15: CC(C)[C@H]1C=C(C(=O)O)O[C@@H](OCc2ccc(CO)cc2)C1
    nt | 6.3 | 110.0 | 35.3 | nt | nt | 23.8 | 7.0 | nt
16: CC(=O)N/C(=C/c1ccc(OS(=O)(=O)c2ccc(C)cc2)cc1)C(=O)NCCO
    0.9 | 5.5 | 92.0 | 8.8 | -6.6 | -0.5 | 13.0 | -23.9 | -11.6
17: Cc1ccc(S[C@@H](CCN2CC[C@H](C)CCC2=O)c2ccccc2)cc1
    -2.5 | 3.6 | 101.0 | 4.0 | -34.9 | -3.5 | -12.0 | -2.4 | 1.1
18: CCCCc1nc(Cl)c(C#N)c2c1CCC2
    -1.9 | nt | 102.0 | 12.3 | 3.5 | -3.1 | 3.4 | 3.7 | -10.7
19: O=C(O/N=C/c1ccc(Cl)cc1)C1CCCCC1
    -0.3 | 2.9 | 99.0 | 18.4 | -15.6 | -1.8 | 0.8 | -7.1 | -0.2
20: CN1C(=O)CSC1=S
    -3.8 | 5.9 | 103.0 | -5.6 | -1.0 | -3.5 | 5.9 | 11.4 | -8.3

Sorted by length of the SMILES (rising): part of the list above.
Values in the order – IMP-1 inh | IDE cell activ | MEKK3 PB1 HTS | PHOSPHO1 inh | DNA FID counter | VIM-2 inh | SUMO HTRF inh | p-CIP stab down | NS3 helicase inh
20: CN1C(=O)CSC1=S
    -3.8 | 5.9 | 103.0 | -5.6 | -1.0 | -3.5 | 5.9 | 11.4 | -8.3
14: CSc1ccccc1NC(=O)c1ccc(C)o1
    -1.8 | 2.2 | 101.0 | 11.3 | -8.1 | -2.5 | 15.7 | -2.0 | 8.4
19: O=C(O/N=C/c1ccc(Cl)cc1)C1CCCCC1
    -0.3 | 2.9 | 99.0 | 18.4 | -15.6 | -1.8 | 0.8 | -7.1 | -0.2
6: O=S(=O)(c1ccc(Cl)cc1)N1CCN2CCCC2C1 (stereo not given)
    -2.4 | -0.4 | 99.0 | 52.1 | -5.7 | -1.8 | 15.8 | 6.5 | -1.7
7: COc1ccc(C(=O)Nc2c(C)cc(C)cc2C)cc1OC
    -0.6 | -2.2 | 107.0 | 34.3 | -10.8 | 1.8 | 8.1 | 1.1 | 0.1
9: Cc1nnc2sc(SCC(=O)Nc3ccc(Cl)cc3)nn2c1=O
    -2.4 | 0.8 | 100.0 | -34.8 | -3.3 | -2.8 | -11.9 | -5.4 | -0.1
5: Cc1ccc(C)c(NC(=O)CCC(=O)N2CCOc3ccccc32)c1
    -2.0 | -0.8 | 101.0 | 15.1 | -21.3 | -0.2 | -3.0 | -10.9 | -3.2
8: O=C(/C=C/c1ccccc1)NC(=S)Nc1ccc2c3c(cccc13)CC2
    -2.7 | -2.2 | 90.0 | 4.7 | -5.9 | -4.6 | -3.5 | 3.7 | -1.6
15: CC(C)[C@H]1C=C(C(=O)O)O[C@@H](OCc2ccc(CO)cc2)C1
    nt | 6.3 | 110.0 | 35.3 | nt | nt | 23.8 | 7.0 | nt
17: Cc1ccc(S[C@@H](CCN2CC[C@H](C)CCC2=O)c2ccccc2)cc1
    -2.5 | 3.6 | 101.0 | 4.0 | -34.9 | -3.5 | -12.0 | -2.4 | 1.1
16: CC(=O)N/C(=C/c1ccc(OS(=O)(=O)c2ccc(C)cc2)cc1)C(=O)NCCO
    0.9 | 5.5 | 92.0 | 8.8 | -6.6 | -0.5 | 13.0 | -23.9 | -11.6

(listing goes on)
[21] O=[N+]([O-])c1ccc(NCCCNS(=O)(=O)c2ccccc2)cc1
[22] COc1ccc(NC(=S)N2CCCN(Cc3cc(C)ccc3C)C2)cc1
[23] CC(C)CCSc1nc(N)c(C#N)cc1C#N
[24] Cc1cc(C)c(Cn2c3ccccc3c3cnn(CC(=O)NCc4ccccn4)c(=O)c32)c(C)c1
[25] O=C(NCCCN1CCCC1=O)c1ccc(OC(F)(F)F)cc1
[26] COc1ccccc1C(=O)NCCn1cc(SCC(=O)NCc2ccco2)c2ccccc21
[27] COCCCn1cnc2c(c1=O)c1nc3ccccc3nc1n2CCc1ccccc1
[28] O=C(CCN1C(=O)/C(=C/c2ccccc2F)SC1=S)Nc1ccccn1

entry no.,21,22,23,24,25,26,27,28
IMP-1 inh,-3.5,-3.0,-2.4,2.8,-2.3,-2.5,-3.3,-3.3
IDE cell activ,-8.8,8.9,-0.1,-1.9,6.2,4.4,0.3,3.2
MEKK3 PB1 HTS,104.0,107.0,108.0,103.0,102.0,99.0,nt,102.0
PHOSPHO1 inh,7.7,26.5,9.7,32.4,36.2,-0.8,23.1,27.6
DNA FID counter,6.4,0.7,-1.7,-34.7,3.1,-36.9,-12.3,-13.9
VIM-2 inh,-0.6,-2.2,-4.5,-0.8,0.0,-1.2,-1.4,-3.3
SUMO HTRF inh,6.8,2.3,2.2,4.9,12.7,12.9,8.2,-8.4
p-CIP stab down,1.9,9.3,-13.3,-9.9,5.1,-0.7,-2.7,4.1
NS3 helicase inh,9.7,-9.2,-0.1,-4.2,-3.3,-0.1,-0.3,-15.6

Bioassay records (PubChem)
